# AID inhibitor = Primary qHTS assay for inhibitors of Activation Induced Cytidine Deaminase (AID): AID signal. Single-stranded DNA cytosine deaminase (Homo sapiens), Q9GZX7. AID deamination FRET fluorescence, UDG-coupled, 4 h. Potency, µM (doses to about 115 µM), without a hit: at the highest dose activity change, negative = inhibition, actives largely listed as inhibitors. 91,000 compounds, 0.32% hits; further: nearly all actives have a fitted effect of over 25% in size
# Target sequence (Q9GZX7 whole entry, looked up): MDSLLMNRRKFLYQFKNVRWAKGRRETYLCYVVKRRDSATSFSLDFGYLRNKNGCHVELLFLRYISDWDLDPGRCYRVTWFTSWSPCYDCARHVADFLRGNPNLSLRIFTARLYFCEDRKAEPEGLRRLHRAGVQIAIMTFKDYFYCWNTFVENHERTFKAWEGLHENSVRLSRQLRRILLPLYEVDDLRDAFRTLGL
# UDG counter = Primary qHTS assay for inhibitors of Activation Induced Cytidine Deaminase (AID): UDG Counterscreen signal | Uracil-DNA glycosylase | FRET deamination/UDG coupled assay, UDG read, 4 h | Potency, µM (doses to about 115 µM), without a hit: top-dose activity change, negative = inhibition, most hits filed as inhibitors | 91,000 compounds, 0.14% hits; further: nearly all actives have a fitted effect of over 65% in size
# Starred values were filed as active, the others as inactive; u = inconclusive; [ ] = dose if it differs, or a comment. The call rests on the fitted dose curve; in most records, active means well fitted curve in the direction sought with a large enough effect; inconclusive means small, poorly fitted or top-dose-only effect, or another doubt; inactive means no such curve, though single readings can be large; an effect the other way counts as inactive or inconclusive. On the % scale 0 is the no-effect control and ±100 the full control effect; potency means the concentration at half of the fitted maximal effect. Only part of the results is shown; rates above refer to the full screens.
Molecule	AID inhibitor	UDG counter
COc1ccc(NC(=O)c2oc3ccccc3c2NC(=O)Cc2ccc(F)cc2)c(OC)c1	7%	-3%
O=C(NCc1cccnc1)c1nn(-c2ccc(Cl)cc2)nc1CO	-19%	-2%[57.5 µM]
COc1ccc(Cl)cc1COc1ccc(C#N)cc1OC	-9%	-5%
CCOC(=O)Nc1ccc(S(=O)(=O)Nc2cccc(F)c2)cc1	-4%	-6%
CC1CCCC(NC(=S)NCc2ccc(F)cc2)C1C (configuration not stated)	-7%	-6%
Cc1cccc(-c2nc(C#N)c(NCC(C)C)o2)c1	-15%	-16%
Cc1ccccc1C(c1c(C)n(C)n(-c2ccccc2)c1=O)c1c(C)n(C)n(-c2ccccc2)c1=O	17%	9%
Cc1ccc2c(C)c(CCC(=O)NC3CCN(C)CC3)c(=O)oc2c1	-4%	-1%
COc1ccc(N2CCN(C(=O)c3c4c(nc5ccccc35)C(=O)N(C3CCCCC3)C4)CC2)cc1	14%	0%
Cc1cc(C)c2c(C)c(C(=O)Nc3ccc4c(c3)N(C)C(=O)CO4)oc2c1	0%	-10%
CCOc1ccc(S(=O)(=O)Nc2cccc(C)c2)c2cccnc12	27%	-7%
COCCCNC(=O)Cn1c(=O)nc(-c2ccccc2)c2ccccc21	12%	7%
Cc1nc2ccccc2c(C)c1CC(=O)N1CCC(C)CC1	-13%	-10%
CCc1nn(C(C)C(=O)N2CCN(c3cccc(C(F)(F)F)c3)CC2)c(=O)c2cc3occc3n12 (configuration not stated)	32µM*	-15%
Cc1cc(C(C)(C)C)cc(C)c1CS(=O)Cc1ccc(F)cc1 (configuration not stated)	-28%	-8%
O=C(N/N=C/c1cccc(Cl)c1)c1csc2ccccc12	-5%	7%
COc1ccccc1Cn1c(CNS(=O)(=O)c2ccc(Cl)s2)nc2cccnc21	4%	-1%
CCC(=O)C1=C(c2cccc([N+](=O)[O-])c2)N(C(=O)CC)n2c(nnc2C2CCCCC2)S1	126%[activator]	-3%
CN(C(=O)c1cccc(CS(C)=O)c1)C1CCC(c2ccccc2)CC1 (configuration not stated)	-3%	3%
Clc1ccc(CNCc2ccccc2Cn2cncn2)c(Cl)c1	-4%	1%
COc1ccc(C)cc1NC(=O)CSc1nc(=O)n(Cc2ccco2)c2c1CCC2	u	-16%
CCc1nnc(NC(=O)Cn2ccc3ccc(Cl)cc32)s1	-8%	8%
O=C(N/N=C/c1ccccc1OCCOc1ccc([N+](=O)[O-])cc1)Nc1ccccc1	-3%	7%
CN1C(C(=O)Nc2ccc(F)cc2F)=CC(c2cccs2)=NS1(=O)=O	-9%	-15%
Cc1cc(C)c(S(=O)(=O)NCC(c2ccco2)N2CCN(c3ccccc3)CC2)c(C)c1 (configuration not stated)	9%	-2%[57.5 µM]

# Additional compounds:
Molecule	AID inhibitor	UDG counter
O=C(N/N=C/c1ccc(N(c2ccccc2)c2ccccc2)cc1)C1CC1	-2%	5%
COc1ccccc1/C=C1\Oc2cc(OS(=O)(=O)c3ccc(C)cc3)ccc2C1=O	-3%	0%
CCCNC(=O)C1=CC(c2cccs2)=NS(=O)(=O)N1C	2%	0%
COC(=O)c1ccc(COC(=O)c2csc3c2CCCC3)o1	-7%	6%
Cc1cccc(CCNc2ncnc3onc(-c4ccc(Cl)cc4)c23)c1	u	-20%
CN(CC(=O)NC1(C#N)CCCCCC1)Cc1ccc(C(F)(F)F)cc1	-4%	5%
CN1C(=O)CC(=O)N(C)c2cc(S(=O)(=O)N(C)Cc3ccccc3)ccc21	4%	5%
COC(=O)c1cc2oc3ccccc3c2n1Cc1nc(-c2cccc(C)c2)oc1C	-1%	0%
COc1ccc(OC)c(S(=O)(=O)NCC(c2cccs2)S(=O)(=O)c2ccc(F)cc2)c1 (configuration not stated)	6%	0%
Cc1ccc(NS(=O)(=O)c2ccc(-c3cnc(C4CC4)o3)cc2)cc1F	-5%	-1%
CCc1ccc(-c2ccc(C3CCC(CC)CC3)cc2)nc1 (configuration not stated)	-8%	-13%
Cc1ccc(NC(=O)c2cc(S(=O)(=O)N3CCc4ccccc43)cn2C)c(Cl)c1	2%	-16%
CCOc1ccccc1NC(=O)Cn1c2ncccc2c(=O)n1-c1ccc(C)c(C)c1	3%	3%
COCCCN(C)Cc1cccc(OC)c1	-14%	-10%
COc1ccc(-c2c(C)c3ccc(O)c(CN4CCCCC4)c3oc2=O)cc1OC	-5%	4%
COc1ccc(-c2csc(NC(=O)c3nn(C(C)C)c(=O)c4ccccc34)n2)cc1	19%	10%
Cc1ccc(S(=O)(=O)Nc2nc3n(n2)C(c2ccc(F)cc2)C=C(c2ccccc2)N3)cc1 (configuration not stated)	u	4%
Cc1ccc2nc(CN3CCN(S(=O)(=O)c4cccc(C(F)(F)F)c4)CC3)cn2c1	-7%	0%
COCCn1c(SCCOc2ccc(Cl)cc2)nnc1-c1ccccc1	-17%	-10%
COc1ccccc1NC(=O)CC(C)n1nc(C)cc1C (configuration not stated)	8%	9%
CC(=O)Nc1ccc2oc(-c3ccccc3)nc2c1	-2%	u
Cc1nc2nc(NCc3ccc(Cl)cc3)[nH]n2c(=O)c1C	-6%	-5%
O=C(Nc1cccc(F)c1)c1cccc2c1C(=O)N(C1CCCCC1)C2	11%	58%[activator]
CCC(C)(C)NC(=O)c1ccc2ccccc2c1	8%	-1%
Cc1ccc(S(=O)(=O)c2nnn3c2nc(NCc2ccc(F)cc2)c2sccc23)cc1	0%	0%

# A section taken from the entries so far, as a working copy:
Molecule	AID inhibitor	UDG counter
O=C(N/N=C/c1ccc(N(c2ccccc2)c2ccccc2)cc1)C1CC1	-2%	5%
COc1ccccc1/C=C1\Oc2cc(OS(=O)(=O)c3ccc(C)cc3)ccc2C1=O	-3%	0%
CCCNC(=O)C1=CC(c2cccs2)=NS(=O)(=O)N1C	2%	0%
COC(=O)c1ccc(COC(=O)c2csc3c2CCCC3)o1	-7%	6%

# Next part.
Molecule	AID inhibitor	UDG counter
CSc1ccc(CCNC(=O)Cn2nc(C)n3c(cc4sccc43)c2=O)cc1	-15%	19%
CC(=O)Nc1ccc(NC(=O)CN(C)S(=O)(=O)c2ccc3c(c2)CCCC(=O)N3)cc1	-1%	-3%
Fc1ccc(-c2nnc(COc3cccc(Cl)c3)o2)cc1	-3%	0%
O=C(CSc1ncc(S(=O)(=O)c2ccc(Cl)cc2)c(=O)[nH]1)Nc1cccc(C(F)(F)F)c1	u	u
O=C(Cn1cc(SCc2ccc(Br)cc2)c2ccccc21)N1CCCCC1	-3%	-13%
CC(NC(=O)c1ccc(Cl)o1)c1ccc(C(F)(F)F)cc1 (configuration not stated)	-9%	-7%
CCOc1ncccc1CNC(=O)c1nccnc1N	1%	-2%
Cc1ccc(NC(=O)C2CCCN(c3ncnc4c3nc3n4CCCCC3)C2)cc1F (configuration not stated)	7%[57.5 µM]	-1%[57.5 µM]
CN(Cc1ccccc1)c1oc(-c2cccc(Cl)c2)nc1C#N	-20%	-11%
CN1CCN(C(CNC(=O)C(=O)Nc2ccccc2)c2ccc3c(c2)OCO3)CC1 (configuration not stated)	7%	8%
CNC(=S)N/N=C(/C)c1ccc(C)c([N+](=O)[O-])c1	-3%	1%
CC(=O)Nc1ccc(C2Sc3ccccc3NC3=C2C(=O)c2ccccc23)cc1 (configuration not stated)	38%[activator]	-9%
CC(C)c1ccc(NC(=O)CS(=O)(=O)c2cccc3nsnc23)cc1	-16%	-7%
CCC12CN3CC(CC)(CN(C1)C3c1ccc(O)c(OC)c1)C2O (configuration not stated)	-3%	-6%
Cc1ccc2c(c1)-c1ccccc1C2=Nc1cccc2ccccc12	-15%	-9%
COc1ccc(NCc2nc3ccccc3n2CCOc2ccccc2C)cc1	u	-12%
Fc1ccc(C2=Nn3c(nnc3-c3ccccn3)SC2)cc1	0%	-7%
CC(Oc1ccc(Cl)cc1Cl)c1nc(-c2ccncc2)no1 (configuration not stated)	-29%	u
NCc1cc(Cl)c2c(c1)OCCCO2	-4%	0%
Cc1ccc(NC(=O)c2nnc(C(=O)N3CCC(CC(=O)N4CCCCC4)CC3)s2)cc1	3%	8%
COc1ccc(N(C(=O)c2cccs2)S(=O)(=O)c2ccc3c(c2)n(C)c(=O)n3C)cc1	u	-8%
COc1ccc(C(=O)Nc2oc3ccccc3c(=O)c2-c2ccc(OC)c(OC)c2)cc1	-9%	-3%
CC(=O)OCc1cnc(C)c2oc(=O)c(C(=O)Nc3cccc(F)c3)cc12	36%[activator]	5%
COc1ccccc1N1CCN(C(=O)CSc2nc3ccccc3nc2Cc2ccc(F)cc2)CC1	-15%	-16%[57.5 µM]
O=C(CSc1ncnc2scc(-c3ccccc3)c12)Nc1ccc(F)cc1	-24%	-7%

# Next structures.
Molecule	AID inhibitor	UDG counter
CN(CC#CC1(C)CCCC(C)(C)O1)Cc1ccccc1 (configuration not stated)	4%	1%
CC(=O)N1CCc2c(sc(NC(=O)CSc3ccc(F)cc3)c2-c2nc3ccccc3s2)C1	438%[activator]	-1%
CCOc1ccc(-n2c(SCc3nc(-c4ccc(OC)cc4)no3)nnc2-c2ccncc2)cc1	u	79µM*
Cc1ccc(CN(C(=O)COc2ccc(Cl)c(C)c2)C2CCS(=O)(=O)C2)o1 (configuration not stated)	u	-14%
CCn1c2ccccc2c2cc(CNCCc3c[nH]c4ccccc34)ccc21	-19%	-12%
Cn1c(C(=O)NCc2cccc(Cl)c2)cc2oc3ccccc3c21	4%	15%
CCOc1ccc(-n2c(SCC(=O)Nc3cccc(Cl)c3)nc3c(oc4ccccc43)c2=O)cc1	-2%	u
N#Cc1nc(-c2ccc(F)cc2)oc1NCc1ccccc1Cl	-5%	0%
CCc1ccccc1NS(=O)(=O)c1ccc2[nH]cc(C(=O)N(CC(C)C)CC(C)C)c(=O)c2c1	-6%	-18%[57.5 µM]
O=C(Nc1ccccc1Cl)C12CC3CC(CC(Cl)(C3)C1)C2	-6%	0%
CCOC(=O)c1noc2ncn(Cc3cccc(C#N)c3)c(=O)c12	9%	-1%
CN(C)C(CNC(=O)c1sc2ccccc2c1Cl)c1ccco1 (configuration not stated)	-7%	3%
COc1cc(/C=C/C(=O)c2ccc(OC(=O)c3cccs3)cc2)cc(OC)c1OC	-4%	7%
COc1ccc(-c2cc(C(=O)Nc3ccc4c(c3)OCO4)on2)cc1OC	40%[activator]	-2%
Cc1ccc(NC(=O)CN2CCN(C(=O)CCc3ncc(-c4ccccc4)o3)CC2)cc1	-15%	-7%
CNc1cc(C)nc2c(-c3ccc(OC)c(OC)c3)c(C)nn12	-1%	-1%
O=C(c1ccc2c(c1)CCN2S(=O)(=O)c1ccc(Cl)cc1)N1CCN(c2ccccc2F)CC1	-5%	-8%
O=C(CCc1c[nH]c2ccccc12)N1CCC(c2c[nH]c3ccccc23)CC1	-13%	-14%
COc1ccc(-c2nc3ccccc3s2)cc1NC(=O)c1cc(OC)c(OC)c(OC)c1	1%	9%
O=C(Nc1cccc(OCc2ccncc2)c1)c1ccc[n+]([O-])c1	4%	0%
CC(=O)c1c(C)oc2c(Br)cc(NS(=O)(=O)c3ccc(Cl)c(C)c3)cc12	-1%	6%
CCOC(=O)c1[nH]c(C)c(CCC(=O)NCc2ccccc2)c1C	2%	4%
CC(=O)c1ccc(S(=O)(=O)Nc2cc(Cl)ccc2C(=O)N(C)C)cc1	-16%	-7%
COC(=O)c1cc(S(=O)(=O)NCC2CCN(Cc3cc(C)ccc3C)CC2)c[nH]1	20%	4%
COc1ccc(OC)c(CNC(=O)CN(C(=O)C2=C(C)OCCS2)c2ccc(Cl)cc2)c1	-17%	u

# (more compounds)
Molecule	AID inhibitor	UDG counter
CC(C)OC(=O)c1ccc(NC(=O)CCc2ncc(-c3ccc(F)cc3)o2)cc1	2%	-2%
Cc1ccc(NC(=O)c2ccccc2Oc2ccccc2)cc1S(=O)(=O)N(C)C	-17%	-16%
Cc1cnc(NC(=O)CCc2ccc(S(N)(=O)=O)cc2)s1	1%	2%
COc1cccc(-n2cnnc2SC(C)C(=O)Nc2ccc(C(C)C)cc2)c1 (configuration not stated)	-3%	-2%
CCc1ccc2oc(-c3ccc(C)c(NC(=O)Cc4ccccc4)c3)nc2c1	15%	2%
COc1ccc(Nc2nc3ccccc3n3c(N)nnc23)cc1	22%	-12%
CCCCc1ccc(NS(=O)(=O)c2cc3c4c(c2)CC(=O)N4CCC3)cc1	26%	u
NC(=O)CN1C(=O)C2(SCC(=O)N2c2cccc(F)c2)c2ccccc21 (configuration not stated)	-10%	2%
CC(C)(C)c1ccccc1OCC(=O)Nc1cccc(C#N)c1	-10%	-9%
Cc1ccc(C(=O)N(Cc2ccc(N(C)C)cc2)Cc2ccco2)cc1	u	-12%
CCNC(=O)c1ccc(C)c(-n2c(C)nc3cccnc32)c1	2%	5%
CCN1CCc2c(sc(-n3cccc3)c2CNC(=O)NCc2ccc(C)cc2)C1	33%[activator]	-3%
O=C1CCc2cc(-c3csc(Nc4ccccc4)n3)ccc2N1	-6%	-5%
Cc1oc2ccc(O)c(CN3CCN(Cc4ccccc4)CC3)c2c1C(=O)Nc1ccccc1	0%	0%
Cc1cccc(NC(=O)c2c(C)oc3ncn(CC(C)C)c(=O)c23)n1	21%	-12%

# From PubChem
